# Bioassay records: PubChem, several laboratories
# TNAP inh noacc: human TNAP enzyme inhibitors, primary screen, biochemical, luminescent, no phosphate acceptor, uHTS | purified TNAP, CDP-star luminescence, 30 min | inhibition, % at 20 µM | hit rate 0.26% among 200,000;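 active = tissue-nonspecific alkaline phosphatase inhibition above about 50% at 20 µM in the single-dose screen, limit read from the data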;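 also: 0% = DMSO negative control and 100% = EDTA positive control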
# Target sequence (P05186 whole entry, looked up): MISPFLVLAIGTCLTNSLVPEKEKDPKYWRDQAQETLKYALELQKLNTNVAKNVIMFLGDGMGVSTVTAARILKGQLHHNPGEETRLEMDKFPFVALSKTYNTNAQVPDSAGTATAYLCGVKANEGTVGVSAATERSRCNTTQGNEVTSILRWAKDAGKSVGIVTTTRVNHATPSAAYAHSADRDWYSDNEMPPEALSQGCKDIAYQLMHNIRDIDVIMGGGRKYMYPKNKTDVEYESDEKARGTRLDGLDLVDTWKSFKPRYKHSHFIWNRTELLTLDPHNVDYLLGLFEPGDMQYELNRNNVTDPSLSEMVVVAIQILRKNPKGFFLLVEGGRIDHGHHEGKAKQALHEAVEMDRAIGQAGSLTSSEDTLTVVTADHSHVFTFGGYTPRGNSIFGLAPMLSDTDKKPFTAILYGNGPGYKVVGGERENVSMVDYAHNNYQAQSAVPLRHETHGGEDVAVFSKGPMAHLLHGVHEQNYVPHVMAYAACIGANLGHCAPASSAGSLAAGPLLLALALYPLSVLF
# bIAP inhibitor: bovine intestinal alkaline phosphatase inhibitors, primary screen, selectivity assay for TNAP inhibitor project, biochemical, bovine IAP, CDP-star luminescence; alkaline phosphatase, intestinal [Bos taurus]; purified bovine IAP, 30 min; inhibition, % at 20 µM; 190,000 tested, under 10 active; AID 1019, 2008;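 active = over 50% inhibition of intestinal alkaline phosphatase at 20 µM in the single-dose screen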
#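 System: purified bovine intestinal alkaline phosphatase (IAP) enzyme; Input: IAP diluted 1/65,000,000 in the well; Measured by: CDP-star luminescence signal; Compound dosing: 20 µM single dose; Incubation: 30 min reaction at room temperature.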
# PPARg SRC1 recr: PPARgamma agonists recruiting SRC-1 coactivator, primary screen, biochemical. Peroxisome proliferator-activated receptor gamma (Homo sapiens), P37231. PPARgamma-SRC-1 coactivator recruitment biochemical assay. activation, % at 8 µM. hit rate 0.41% among 200,000. AID 631, 2007; in the data active = activation above about 19%;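 also: 0% = DMSO and 100% = reference agonist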
# Target sequence (P37231 whole entry, looked up): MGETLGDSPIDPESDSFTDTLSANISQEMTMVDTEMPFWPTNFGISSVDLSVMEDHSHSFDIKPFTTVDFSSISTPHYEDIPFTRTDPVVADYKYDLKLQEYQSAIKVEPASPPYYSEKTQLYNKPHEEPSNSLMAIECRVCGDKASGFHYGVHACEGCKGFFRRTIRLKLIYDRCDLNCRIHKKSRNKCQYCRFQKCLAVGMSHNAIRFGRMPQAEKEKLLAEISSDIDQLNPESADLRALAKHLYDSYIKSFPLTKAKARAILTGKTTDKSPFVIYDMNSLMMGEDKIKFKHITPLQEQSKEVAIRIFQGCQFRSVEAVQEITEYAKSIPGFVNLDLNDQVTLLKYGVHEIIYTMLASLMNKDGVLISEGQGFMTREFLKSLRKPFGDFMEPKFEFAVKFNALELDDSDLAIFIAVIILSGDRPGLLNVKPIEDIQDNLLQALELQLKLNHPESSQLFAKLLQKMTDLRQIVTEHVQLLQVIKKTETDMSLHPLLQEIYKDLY
# PPARg SRC-3 ag: PPARgamma agonists recruiting SRC-3 coactivator, primary screen, biochemical. activation, % at 8 µM. hit rate 0.26% among 200,000. biochemical PPARgamma/SRC-3 coactivator recruitment assay. AID 731, 2007. Peroxisome proliferator-activated receptor gamma (Homo sapiens), P37231; in the data active = activation above about 23%;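 also: 0% = DMSO and 100% = reference agonist; some compounds past the cut are filed as inactive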
# bIAP act: bovine intestinal alkaline phosphatase activators, primary screen, biochemical, bovine IAP, CDP-star luminescence. purified bovine IAP, 30 min; active compounds read high; fold of DMSO-control signal, blank-subtracted. activation factor at 20 µM. hit rate 0.17% among 200,000;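 active = activation factor of 2 or more at 20 µM, a signal rise over negative controls twice the positive control's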
# TNAP act hi DEA: TNAP activators at high phosphate acceptor level, primary screen, biochemical, luminescence, uHTS; Alkaline phosphatase, tissue-nonspecific isozyme (Homo sapiens), P05186; purified TNAP, CDP-star luminescence, 1 M DEA, 30 min; active compounds read high; 0 = EDTA background, 1 = DMSO-only activity; activation factor at 20 µM; 200,000 tested, under 10 active;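 active = activation factor at least 2 at 20 µM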
#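 system = human TNAP | amount = enzyme diluted 1/800 final | reagent = 100 µM CDP-star substrate | signal = luminescent substrate turnover signal | dosing = one dose, 20 µM | benchmarks = EDTA negative control, DMSO positive control | measure = activation factor | timing = 30 min reaction, room temperature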
# TNAP inh hi DEA: human TNAP enzyme inhibitors, primary screen, biochemical, luminescent, high phosphate acceptor level, uHTS | AID 1135, 2008 | inhibition, % at 20 µM | purified TNAP, CDP-star luminescence, 1 M DEA | hit rate 0.03% among 200,000 | Alkaline phosphatase, tissue-nonspecific isozyme (Homo sapiens), P05186;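 active = over 50% inhibition of tissue-nonspecific alkaline phosphatase at 20 µM in the single-dose screen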;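 also: plate controls were DMSO wells for no effect and EDTA-quenched wells as full inhibition for full effect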
# PPARg SRC2 recr: agonists of PPARg-SRC-2 recruitment, primary screen, biochemical, HTS; Peroxisome proliferator-activated receptor gamma (Homo sapiens), P37231; PPARgamma LBD-SRC-2 recruitment; activation, % at 8 µM; hit rate 0.34% among 200,000; AID 1032, 2008; in the data active = activation above about 22%;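 also: 0% = vehicle and 100% = reference agonist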
# HMGR II inh: inhibitors of E. faecalis class II HMGR, primary screen, biochemical, Enterococcus faecalis. inhibition, % at 10 µM. AID 1066, 2008. purified E. faecalis HMGR, NADPH absorbance 340 nm kinetic. hit rate 0.41% among 190,000;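 active = inhibition above a set limit, the median over all tested compounds plus 3 SD, cut at about 9.5% in these data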;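 also: enzyme runs in reverse so mevalonate oxidation gives rising NADPH absorbance; 0% = complete reaction with DMSO and 100% = background rate lacking mevalonate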
# TR-FRET SRC-2 ct: TR-FRET signal artefacts, primary screen, artefact control for PPARgamma SRC-2 agonist project, biochemical | hit rate 0.4% among 200,000 | TR-FRET ratio at 8 µM | TR-FRET artefact counter-screen; active compounds read high | AID 1049, 2008; in the data active = TR-FRET ratio above about 2000; also: inactives centre near 1500
# * marks the source's active call; other numbers are inactive results; . = no result given.
(1) COc1cccc(CC(C(=O)Nc2cc(C)ccc2C)c2nn[nH]n2)c1OC (stereo not drawn)
(2) CCc1cc(-c2onc(C)c2-c2cscn2)c(O)cc1OC
(3) Cc1cc(C)n(C(=O)Cn2nc([N+](=O)[O-])cc2C)n1
(4) CC(C)OC(=O)C(C(=O)C(F)(F)F)c1cc(NS(=O)(=O)c2ccc3ccccc3c2)c2ccccc2c1O (stereo not drawn)
(5) O=C(Nc1ccc(Cl)cc1)Nc1cnccn1
(6) O=C(CSc1nc2ccccc2c(=O)n1-c1ccc(Cl)cc1)c1ccco1
(7) COc1ccc(OC)c(C2CC(=O)N3CN(c4cccc(Cl)c4)CSC3=C2C#N)c1 (stereo not drawn)
(8) O=C(CN1C(=O)C(=O)c2ccccc21)OCN1C(=O)c2ccccc2C1=O
(9) N#Cc1nc(Cc2cccc3ccccc23)oc1NCc1ccc(F)cc1
(10) CC12C=CC3(O1)C(C(=O)N(c1ccccc1)C3C(=O)NC1CCCC1)C2C(N)=O (stereo not drawn)
Compound	1	2	3	4	5	6	7	8	9	10
TNAP inh noacc	-3	-10	-3	-9	-4	-7	-13	-2	-19	-9
bIAP inhibitor	7	-16	-10	10	0	-8	16	8	21	-6
PPARg SRC1 recr	-2	4	2	2	4	-2	-1	12	6	6
PPARg SRC-3 ag	1	3	-3	4	4	3	5	3	-7	4
bIAP act	0.9	1.2	1.1	0.9	1	1.1	0.8	0.9	0.8	1.1
TNAP act hi DEA	1	1	1	1	1.1	1	1.1	1	1	1
TNAP inh hi DEA	2	0	-4	4	-5	-2	-8	-2	-5	-2
PPARg SRC2 recr	5	-5	3	-10	6	8	-3	4	3	8
HMGR II inh	0	-1	-5	-7	-2	-5	2	-4	0	-3
TR-FRET SRC-2 ct	1389	1745	1523	1384	1621	1476	1460	1570	1625	1565

(11) C=CCn1c(SCC(=O)NCc2ccccc2)nnc1-c1cc(Br)ccc1O
(12) Cc1ccc(CNC(=O)c2nnn(-c3cccc(C)c3)c2N)cc1
(13) O=C(Nc1ccccc1OC(F)F)c1cc2c(s1)CCC2
(14) CN(C1CCCC1)C1CCN(C(=O)CNC(=O)/C=C/c2ccc(F)cc2)CC1
(15) CSc1nnc(Cn2c(=O)sc3ccccc32)n1-c1ccccc1C
(16) CCN(CC)C(=O)CSc1nnc(-c2ccc(F)cc2)n1N
(17) CN(C(=O)c1ccccc1)c1ccc(OCC(=O)NC2CCS(=O)(=O)C2)cc1 (stereo not drawn)
(18) CCCCS(=O)(=O)Nc1ccc2ncn(C)c(=O)c2c1
(19) CCOc1ccc2[nH]c(=O)c(CN(Cc3ccccc3OC)C(=O)c3ccccc3)cc2c1
(20) COC(=O)c1nonc1NCn1nnc2ccccc21
Compound	11	12	13	14	15	16	17	18	19	20
TNAP inh noacc	0	12	-14	-12	.	-8	-2	-16	1	-8
bIAP inhibitor	12	-12	12	39	.	-3	6	10	13	3
PPARg SRC1 recr	4	10	1	-6	0	7	-2	8	6	6
PPARg SRC-3 ag	-4	13	3	-5	-5	-4	2	-1	6	1
bIAP act	0.9	1.1	0.9	0.6	.	1	0.9	0.9	0.9	1
TNAP act hi DEA	1	1	1	1	.	1	1	1	1.1	1
TNAP inh hi DEA	2	2	-1	-4	.	-2	0	-4	-6	1
PPARg SRC2 recr	0	-3	8	-3	-3	-10	1	10	2	4
HMGR II inh	-6	-6	-14	1	-4	1	-1	5	-5	0
TR-FRET SRC-2 ct	1582	1720	1621	1529	1497	1524	1578	1708	1578	1582

(21) COc1ccc(Cn2c(SCc3ccccc3C)nc3cc(OC)c(OC)cc3c2=N)cc1
(22) Cc1occc1C(=O)NNC(=O)c1nn(C)c(=O)c2ccccc12
(23) O=C(CSc1nccc(=O)[nH]1)NCc1ccc(Cl)cc1
(24) Cc1c(N=Nc2ccc(N(C)C)cc2)c(=O)n(-c2ccccc2)n1C
(25) Cc1cc(C(=O)COC(=O)CCCN2C(=O)c3ccccc3C2=O)c(C)n1C
(26) Cc1cccc(C)c1NC(=O)CN(c1ccccn1)S(=O)(=O)c1ccccc1
(27) Cc1nn2c(-c3ccccn3)ccnc2c1Cl
(28) Cc1cccc(NC(=S)/N=C(\N)Nc2nc(C)c3ccc(C)cc3n2)c1
(29) c1coc(CNc2c3c(nc4ncnn24)CCCC3)c1
(30) COc1cc(NC(=O)c2nnn(Cc3ccc(SC)cc3)c2N)cc(OC)c1
Compound	21	22	23	24	25	26	27	28	29	30
TNAP inh noacc	-6	-31	-8	29	-13	-11	-2	-4	4	-11
bIAP inhibitor	-4	-28	-8	31	4	-4	1	8	4	11
PPARg SRC1 recr	6	8	-1	5	10	3	-5	10	-2	5
PPARg SRC-3 ag	16	-1	4	1	7	5	-10	12	-8	13
bIAP act	1	1.3	1.1	0.7	1	1	1	0.9	1	0.9
TNAP act hi DEA	1	1	1	0.7	1.1	1	1	1.1	1	1.1
TNAP inh hi DEA	-5	-3	-3	28	-6	-3	-4	-9	-3	-5
PPARg SRC2 recr	1	8	-1	5	3	3	-4	4	-2	16
HMGR II inh	5	-7	-3	-3	-1	-2	-6	6	0	-9
TR-FRET SRC-2 ct	1401	1566	1597	1614	1600	1725	1426	1741	1416	1752

# Retrieved by structure from the entries so far:
(22) Cc1occc1C(=O)NNC(=O)c1nn(C)c(=O)c2ccccc12
(30) COc1cc(NC(=O)c2nnn(Cc3ccc(SC)cc3)c2N)cc(OC)c1
(24) Cc1c(N=Nc2ccc(N(C)C)cc2)c(=O)n(-c2ccccc2)n1C
(27) Cc1nn2c(-c3ccccn3)ccnc2c1Cl
(28) Cc1cccc(NC(=S)/N=C(\N)Nc2nc(C)c3ccc(C)cc3n2)c1
Compound	22	30	24	27	28
TNAP inh noacc	-31	-11	29	-2	-4
bIAP inhibitor	-28	11	31	1	8
PPARg SRC1 recr	8	5	5	-5	10
PPARg SRC-3 ag	-1	13	1	-10	12
bIAP act	1.3	0.9	0.7	1	0.9
TNAP act hi DEA	1	1.1	0.7	1	1.1
TNAP inh hi DEA	-3	-5	28	-4	-9
PPARg SRC2 recr	8	16	5	-4	4
HMGR II inh	-7	-9	-3	-6	6
TR-FRET SRC-2 ct	1566	1752	1614	1426	1741

# (further entries)
(31) COc1ccccc1C(=O)Nc1ccc(NC(=O)c2ccco2)c(C)c1
(32) CC1CC(OCC(O)CN2CCN(Cc3ccccc3)CC2)CC(C)(C)C1 (stereo not drawn)
(33) O=C1CCCCC1Sc1nnc(Nc2ccccc2)s1 (stereo not drawn)
(34) CN1CCNC(=O)C1CC(=O)NCCC1=CCCCC1 (stereo not drawn)
(35) C=C(C)C1CC=C(C)/C(=N/NC(=O)c2ccc(NC(=O)c3cccc(C)c3)cc2)C1 (stereo not drawn)
(36) CN(Cc1cnccn1)Cc1nc(Cc2ccccc2Cl)no1
(37) COc1cc(CC(=O)N(c2ccccc2)c2nc(C)cs2)cc(OC)c1OC
(38) O=C(CC1C(=O)NCCN1CC1CCCCC1)NCc1cc(F)ccc1F (stereo not drawn)
(39) CN1CCN(C(=O)C2(NC(=O)NCc3ccccc3)CCCCC2)CC1
(40) CC1CC(=O)Nc2ccccc2N1C(=O)CN1CCN(C=O)CC1 (stereo not drawn)
Compound	31	32	33	34	35	36	37	38	39	40
TNAP inh noacc	-5	-7	-2	-13	-1	-10	-14	2	-4	-14
bIAP inhibitor	4	8	11	7	10	-12	-9	-7	6	10
PPARg SRC1 recr	3	3	2	-5	-6	-5	14	-6	6	7
PPARg SRC-3 ag	5	-4	1	-2	-6	2	5	-2	0	2
bIAP act	1	0.9	0.9	0.9	0.9	1.1	1.1	1.1	0.9	0.9
TNAP act hi DEA	1	1	1	1.1	1	1.1	1	1	1.1	1
TNAP inh hi DEA	-4	-5	2	-8	0	-8	-3	0	-8	-4
PPARg SRC2 recr	2	0	5	-8	-3	0	1	6	7	5
HMGR II inh	4	0	-4	-5	1	-2	-2	-4	-8	-3
TR-FRET SRC-2 ct	1650	1465	1515	1455	1402	1432	1784	1864	1852	1737

(41) COCCn1nnnc1CN(CCc1ccccc1)Cc1cc2cc(OC)ccc2[nH]c1=O
(42) COCCNC(=O)C(C)OC(=O)C1=Cc2ccccc2OC1 (stereo not drawn)
(43) O=C(Nc1ccc(OCc2ccccc2)cc1)c1cccnc1
(44) Oc1ccc2ccccc2c1CN1CCN(c2ccccc2)CC1
(45) O=[N+]([O-])c1c(NCCCO)cc(SCc2ccco2)c2nonc12
(46) O=C(c1ccccc1)c1c(O)nc(-c2ccccc2)n(-c2ccccc2)c1=O
(47) O=C(OCC(=O)N1CCC(Cc2ccccc2)CC1)c1ccc[nH]c1=O
(48) CS(=O)(=O)N(CC(=O)Nc1ccc(S(=O)(=O)N2CCOCC2)cc1)c1ccccc1Br
(49) C=CCSc1nc2ccccc2n1C(=O)/C=C/c1ccc(OC)c(OC)c1
(50) O=C(Nc1ccc2oc(-c3ccccc3F)nc2c1)c1ccco1
Compound	41	42	43	44	45	46	47	48	49	50
TNAP inh noacc	.	-7	-20	-7	-9	9	-4	-5	-3	-8
bIAP inhibitor	.	4	8	2	5	7	2	-30	9	-4
PPARg SRC1 recr	2	12	-3	5	5	7	0	-3	-5	2
PPARg SRC-3 ag	9	8	0	4	5	5	-11	0	-3	-2
bIAP act	.	1	0.9	1	0.9	0.9	1	1.3	0.9	1
TNAP act hi DEA	.	1	1	1	0.9	1	1	1.1	1	1.1
TNAP inh hi DEA	.	-3	-2	-5	10	-1	0	-5	1	-6
PPARg SRC2 recr	8	6	1	17	3	-2	-8	-1	-8	0
HMGR II inh	.	3	0	-1	1	-4	-1	-2	0	-6
TR-FRET SRC-2 ct	1574	1674	1425	1603	1566	1617	1513	1427	1505	1312

(51) COc1ccc(CNc2ccc(S(N)(=O)=O)cc2)cc1
(52) OCCN1CCN(c2nc(-c3ccccc3)c3cc(Cl)ccc3n2)CC1
(53) Cc1ccc(NC(=O)c2ccc3c(c2)N(CC(=O)N2CCCCC2)C(=O)C(C)(C)O3)cc1
(54) Fc1ccc(NC(=S)Nc2cc(Cl)ccc2Cl)cc1
(55) Cc1ccc(C2c3sc(=O)[nH]c3SC3C4CC(C5C(=O)N(C(C)C(=O)O)C(=O)C45)C23)cc1 (stereo not drawn)
Compound	51	52	53	54	55
TNAP inh noacc	-13	-2	-10	11	-5
bIAP inhibitor	-3	6	-12	14	1
PPARg SRC1 recr	5	1	5	2	-5
PPARg SRC-3 ag	-2	11	3	2	-3
bIAP act	1	0.9	1.1	0.9	1
TNAP act hi DEA	1	1	1	1	1
TNAP inh hi DEA	2	-1	-1	-2	0
PPARg SRC2 recr	-3	8	7	-3	1
HMGR II inh	-10	0	-3	-3	-7
TR-FRET SRC-2 ct	1546	1693	1653	1611	1440

# This is a random part of the collection; overall some 1.6% were active at least once.
